MEKK3 PB1 HTS: modulators of MEKK3-MEK5 PB1 binding, primary screen, biochemical, wildtype MEKK3, multiplex bead flow cytometry, Alexa488-MEK5. Mitogen-activated protein kinase kinase kinase 3 (Homo sapiens), Q99759. bead-based flow cytometry, Alexa488-MEK5 binding to MEKK3; actives lie on both sides; 0 = blocked by unlabeled MEK5, 100 = vehicle. binding response (% of control), % at 10 µM. hit rate 1.4% among 290,000. AID 1529, 2009;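 active = binding response more than 3 SD above or below the average of its plate-row segment, actives on both sides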;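 also: Alexa488 bead fluorescence after subtracting the streptavidin-only scavenger bead signal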
Target sequence (Q99759 whole entry, looked up): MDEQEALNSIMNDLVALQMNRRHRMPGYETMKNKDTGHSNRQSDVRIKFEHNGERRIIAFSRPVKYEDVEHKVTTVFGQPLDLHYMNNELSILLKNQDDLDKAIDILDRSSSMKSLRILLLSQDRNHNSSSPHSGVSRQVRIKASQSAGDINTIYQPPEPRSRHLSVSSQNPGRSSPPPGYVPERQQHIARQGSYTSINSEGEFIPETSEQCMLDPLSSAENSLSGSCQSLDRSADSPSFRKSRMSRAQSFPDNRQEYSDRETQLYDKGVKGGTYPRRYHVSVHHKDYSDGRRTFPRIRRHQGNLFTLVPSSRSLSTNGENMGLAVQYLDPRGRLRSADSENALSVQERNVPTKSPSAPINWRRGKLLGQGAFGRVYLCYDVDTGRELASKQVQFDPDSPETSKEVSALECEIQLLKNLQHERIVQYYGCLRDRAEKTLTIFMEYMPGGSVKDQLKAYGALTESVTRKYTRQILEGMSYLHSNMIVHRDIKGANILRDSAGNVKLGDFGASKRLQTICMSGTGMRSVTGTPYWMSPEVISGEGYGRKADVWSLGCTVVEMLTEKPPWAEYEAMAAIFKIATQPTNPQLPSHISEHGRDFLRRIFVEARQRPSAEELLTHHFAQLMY
HCV NS3 hel inh: inhibitors of HCV NS3 helicase, primary screen, biochemical, Cy5 molecular beacon fluorescence. inhibition, % at 10.9 µM. Hepatitis C virus NS3 helicase. hit rate 0.56% among 290,000. NS3 helicase DNA unwinding. AID 1800, 2009;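 active = inhibition above the mean of all tested compounds plus 3 SD, set per campaign, cut at about 35% in these data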;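 also: 0% = DMSO wells and 100% = thioflavine S control wells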
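Control set: DMSO versus 110 µM thioflavine S; Material: NS3 helicase fragment of HCV; Measured by: Cy5 fluorescence at 0 and 60 min, beacon hairpin quenching; Read-out basis: percent inhibition from t60/t0 fluorescence ratio; Times: reaction time 60 min, 25 °C; Repeats: single replicate; Compound dosing: single dose, 10.9 µM nominal final, DMSO 0.8% final.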
GalR3 antagonist: GalR3 antagonists in HEK293 cells, primary screen, cell-based, fluorescence readout; AID 651719, 2012; HEK293 GalR3-CNG cAMP membrane potential fluorescence; galR3 body fused to GalR1 C-terminus; inhibition, % at 3 µM; hit rate 0.44% among 360,000;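 active = inhibition above the screen-wide average plus 3 SD, cut at about 13% in these data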;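 also: forskolin and galanin both at EC90 stimulate the cells; cAMP rise reported by CNG channel membrane potential dye signal; 0% = forskolin plus galanin with DMSO and 100% = forskolin alone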
Target sequence (O60755 1-299 limits assumed): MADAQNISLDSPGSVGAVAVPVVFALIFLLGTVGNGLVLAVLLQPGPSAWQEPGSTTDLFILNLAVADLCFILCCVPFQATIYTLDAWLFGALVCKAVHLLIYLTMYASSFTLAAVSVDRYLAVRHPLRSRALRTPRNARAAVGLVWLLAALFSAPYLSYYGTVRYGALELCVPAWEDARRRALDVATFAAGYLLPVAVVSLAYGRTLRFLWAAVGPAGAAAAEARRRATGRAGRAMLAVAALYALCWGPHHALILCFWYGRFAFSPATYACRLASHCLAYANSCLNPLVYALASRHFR
DNA FID counter: compounds displacing fluorescent DNA intercalator, primary screen, artefact control for HCV NS3 helicase inhibitor project, biochemical, FID fluorescence; DNA fluorescent intercalator displacement; inhibition, % at 7.9 µM; hit rate 0.17% among 290,000; AID 1845, 2009; in the data active = inhibition above about 37%;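 also: 0% = vehicle and 100% = reference compound; higher means more ethidium bromide displaced from hairpin DNA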
CRFBP-R2 block: antagonists of CRF-BP/CRF-R2 complex, primary screen, cell-based, HEK293, calcium dye fluorescence, uHTS; inhibition, % at 11.8 µM; hit rate 0.59% among 350,000; CRF-induced calcium fluorescence;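 active = inhibition of the ligand-induced calcium signal above about 50% at the single tested concentration, limit read from the data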
MEKK2mut PB1 HTS: MEK5 binding signal on mutant MEKK2 PB1, primary screen, biochemical, multiplex bead flow cytometry, Alexa488-MEK5; percent response, % at 10 µM; AID 1530, 2009; hit rate 0.35% among 290,000; Alexa488-MEK5 binding to MEKK2 mutant; in the data active = percent response above about 24%, passing the limit was not always enough; also: inactives centre near 1; some results filed as inactive read as strong as hits
SUMO HTRF inh: inhibitors of in vitro SUMOylation cascade, primary screen, biochemical, HTRF, uHTS; HTRF SUMOylation assay, SAE1/SAE2 + UBC9; AID 2006, 2009; inhibition, % at 35 µM; hit rate 0.36% among 290,000; in the data active = inhibition above about 50%, passing the limit was not always enough; also: strong numbers were not always called active
Target sequence (P63279 whole entry, looked up): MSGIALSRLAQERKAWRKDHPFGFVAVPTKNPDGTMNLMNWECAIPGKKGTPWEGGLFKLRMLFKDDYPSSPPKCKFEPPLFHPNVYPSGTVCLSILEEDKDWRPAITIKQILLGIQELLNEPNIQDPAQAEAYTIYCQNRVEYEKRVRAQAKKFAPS
CRFBP-R2 agonist: agonists of CRF-BP/CRF-R2 complex, primary screen, cell-based, HEK293, calcium dye fluorescence, uHTS; calcium dye fluorescence (FLIPR); percent of saturating CRF peptide response; hit rate 0.46% among 350,000; activation, % at 13.2 µM; CRF-binding protein / CRF receptor 2 complex (human);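 active = activation of at least 50%, plus an integration ratio under a set limit after plate pattern correction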;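 also: plate controls were neutral control wells without compound for no effect and CRF at EC100 for full effect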
MEKK2 WT-MEK5: modulators of MEK5 binding to wildtype MEKK2, primary screen, biochemical, multiplex bead flow cytometry, Alexa488-MEK5 | Mitogen-activated protein kinase kinase kinase 2 (Homo sapiens), Q9Y2U5 | Alexa488-MEK5 binding to MEKK2 WT; actives lie on both sides | binding response (% of control), % at 10 µM | hit rate 1.1% among 290,000; in the data active = binding response below about 67% or above about 130%
Starred values were filed as active, the others as inactive; · = not tested or not shown.

Results follow in this order: MEKK3 PB1 HTS	HCV NS3 hel inh	GalR3 antagonist	DNA FID counter	CRFBP-R2 block	MEKK2mut PB1 HTS	SUMO HTRF inh	CRFBP-R2 agonist	MEKK2 WT-MEK5
> Cc1ccc(-n2c(C)cc(C(=O)CSc3nncs3)c2C)cc1
 : 91	11	-3	-17	19	-4	28	0.4	94
> COc1ccc(S(=O)(=O)N2CCC(C(=O)NCc3cccnc3)CC2)cc1Cl
 : 98	-12	-9	-21	0	-4	-9	-0.1	98
> CCCCC[C@H]1CN(CCCC)C(=O)[C@@H]1CC(=O)NCc1ccc(OC)cc1
 : 86	9	-4	-42	-2	-18	11	-1.5	82
> O=C(COC(=O)/C=C/c1cccc(C(F)(F)F)c1)Nc1cccc2ccccc12
 : 88	6	-6	-2	5	-2	-8	4.7	93
> Cc1ccc(S(=O)(=O)NCCC(=O)Nc2nnc(C3CC3)s2)cc1C
 : 94	4	-1	-15	1	-4	24	2.1	95
> C=CCN1C(=O)C(Cc2ccc(OC)cc2)SC1=Nc1ccc(C(=O)O)cc1 (centres undefined)
 : 102	20	-3	-41	-2	-2	-17	0.2	104
> O=C(Nc1ccccc1Oc1ccccc1)c1cccs1
 : 106	-10	-11	-15	9	13	6	-0.8	101
> CCOCCCN(C(=O)CCC(=O)Nc1cc(C)on1)C(C(=O)NC(C)(C)C)c1ccccc1Cl (centres undefined)
 : 100	6	-7	-43	10	-10	-9	0.1	100
> O=Cc1cn(-c2ccccc2)nc1-c1ccccc1
 : 101	-5	-7	1	-18	-2	0	3.0	100
> COc1ccc(N2CC(C(=O)OCC(=O)Nc3ccccc3C)CC2=O)cc1 (centres undefined)
 : 101	13	-6	-11	4	-2	-22	-0.4	100
> O=c1c([N+](=O)[O-])c(NC2CCCCC2)c2ccccc2n1-c1ccccc1
 : 108	2	-6	2	57*	5	-1	-4.0	93
> COc1cccc(/C=C2\N=C(c3c(-c4ccccc4)noc3C)OC2=O)c1
 : 101	15	-3	-12	-22	-5	5	-0.5	96
> N#Cc1c2c(c(NCCOCCO)n3c1nc1ccccc13)CCCC2
 : 87	3	7	-18	6	-2	3	-3.8	93
> COc1ccc(NC(=S)N2CCN(Cc3ccccc3)CC2)cc1
 : 101	-4	-6	-9	-6	3	-1	1.2	104
> CCOc1cc(S(=O)(=O)N(Cc2ccccc2)Cc2ccccc2)c(OCC)cc1-n1cnnn1
 : ·	-8	-5	-3	14	·	-3	0.3	·
> Cc1cc2oc(=O)cc(CSc3nc(N)cc(N)n3)c2cc1C
 : 101	-4	0	-9	1	17	2	3.5	103
> Cc1ccc(C)c(C(=O)COC(=O)CCN2C(=O)C3C4CCC(C4)C3C2=O)c1 (centres undefined)
 : 96	-3	-1	-30	14	-2	9	-5.0	93
> CCOC(=O)Cc1csc(NC(=O)CSc2nnc(-c3ccncc3)o2)n1
 : 101	-2	-3	-2	-222	0	7	121*	102
> COC(=O)Nc1nnc(CC(=O)Nc2ccccc2C)s1
 : 94	9	0	-3	-14	15	-12	8.9	96
> O=C(CN(Cc1ccc(Cl)cc1)C(=O)c1csnn1)NCc1ccccc1
 : 102	-11	-11	-25	4	-1	-2	-0.6	103
> O=c1n(Cc2ccccc2)c2cc(Cl)cnc2n1Cc1ccccc1
 : 105	-7	-3	-23	7	2	4	2.4	103
> N#CCSc1nnc(CNc2cccc(Cl)c2)o1
 : 109	-11	-7	-1	12	6	9	-2.1	108
> CC(=O)CSc1ccc(C(=O)O)cn1
 : 91	13	-3	2	8	-4	-6	-1.2	94
> CCCC(=O)Nc1nnc(/C=C/c2ccccc2)s1
 : 103	2	-9	-20	-41	3	21	2.9	104
> Cc1ccc(-c2csc(NC(=O)CN3CCOCC3)n2)cc1C
 : 106	-3	·	-26	10	7	10	-2.3	108
> CCOc1ccc(C(=O)NC(=S)Nc2cccc(NC(=O)c3ccco3)c2)cc1[N+](=O)[O-]
 : 104	13	-5	0	-43	15	7	2.1	109
> CC(=O)Nc1ccc2nc(NC(=O)COc3ccccc3Cl)sc2c1
 : 109	-1	-1	-3	-11	0	-4	-3.9	108
> CCNS(=O)(=O)c1ccc(CCC(=O)NCCc2ccc(OC)cc2)cc1
 : 105	6	-5	-7	41	4	-4	0.7	105
> CCN(CC)c1ccc(NC(=O)c2cc3c(OC)cccc3[nH]2)cc1
 : 104	-6	-12	-6	-14	3	-29	-3.2	103
> Cc1cc(C)c(C(=O)CSc2nnc(N)s2)cc1C
 : 103	-8	9	-10	-6	1	-4	1.4	99
> CCCCn1c(N)c(N(CC(C)C)C(=O)c2oc3ccc(OCC)cc3c2C)c(=O)[nH]c1=O
 : 95	11	-2	-35	-11	7	4	1.7	101
> O=C(NC1CCCC1)c1ccc(CNc2c(N3CCOCC3)c(=O)c2=O)cc1
 : 105	-1	0	-5	-3	10	5	1.1	111
> COCCCNC(=O)CN(CCc1ccccc1)S(=O)(=O)c1ccc(C)cc1
 : 101	-4	-6	-26	-1	8	5	-0.1	106
> Cc1ccccc1N1CCN(C2=NC(=O)/C(=C\c3cccs3)S2)CC1
 : 97	-14	-3	-16	-27	-3	5	3.2	91
> CCCOc1ccc(C2C(C(=O)OC)=CN(CCOC)C=C2C(=O)OC)cc1
 : 105	-5	-3	-32	7	5	9	6.7	111
> CCOC(=O)N1CCN(C(=O)c2oc3ccc(S(=O)(=O)N4CCCCC4)cc3c2C)CC1
 : 94	-15	-8	-28	-21	-1	1	-0.5	91
> COc1ccc(CNC(=O)c2sc3nc4c(c(C(F)(F)F)c3c2N)CCC4)cc1OC
 : 119	-9	-3	-4	-4	0	18	1.9	99
> CCC(C)NCCOc1ccc(C(C)(C)c2ccccc2)cc1 (centres undefined)
 : 88	-42	7	39*	-29	14	12	1.6	132
> O=C1[C@@H]2Cc3c([nH]c4ccccc34)[C@@H](c3ccccc3)N2C(=O)[C@@H]2Cc3c([nH]c4ccccc34)[C@@H](c3ccccc3)N12
 : 101	3	·	-9	·	-5	-20	·	89
> S=C(NC1CCCCC1)NN(c1ccccc1)c1ccccc1
 : 92	-10	-5	-5	36	-5	-23	2.9	75
> C=CCOc1ccc(C(=O)n2cc(C(=O)OC)c3ccccc32)cc1
 : 106	-1	-8	-16	-5	2	14	5.4	106
> O=C(Nc1ccc(F)cc1F)C1CCN(C(=O)c2ccc(Br)cc2)CC1
 : 100	-13	-4	-15	1	1	4	-2.4	96
> CC(NC(=O)CC(c1ccccc1)c1cc(Cl)ccc1O)c1ccccc1 (centres undefined)
 : 100	-3	-3	-11	52*	0	-20	-2.1	103
> Cc1cccc(Nc2nc(N)c([N+](=O)[O-])c(NCCO)n2)c1
 : 93	-2	1	0	-33	-8	-3	-1.3	97
> O=c1nc(/C=C/c2cccn2-c2ccc([N+](=O)[O-])cc2)cc(C(F)(F)F)[nH]1
 : 103	64*	-8	-4	6	-8	45	5.1	88

Looked up by structure from the list above (two):
Results follow in this order: MEKK3 PB1 HTS	HCV NS3 hel inh	GalR3 antagonist	DNA FID counter	CRFBP-R2 block	MEKK2mut PB1 HTS	SUMO HTRF inh	CRFBP-R2 agonist	MEKK2 WT-MEK5
> O=C(NC1CCCC1)c1ccc(CNc2c(N3CCOCC3)c(=O)c2=O)cc1
 : 105	-1	0	-5	-3	10	5	1.1	111
> O=C(Nc1ccc(F)cc1F)C1CCN(C(=O)c2ccc(Br)cc2)CC1
 : 100	-13	-4	-15	1	1	4	-2.4	96

Other entries
Results follow in this order: MEKK3 PB1 HTS	HCV NS3 hel inh	GalR3 antagonist	DNA FID counter	CRFBP-R2 block	MEKK2mut PB1 HTS	SUMO HTRF inh	CRFBP-R2 agonist	MEKK2 WT-MEK5
> CC(C)c1ccc(NS(=O)(=O)c2cn(C)c(=O)n(C)c2=O)cc1
 : 104	2	·	-5	21	7	-2	6.8	106
> CCOc1ccc(Br)cc1CNCc1cccnc1
 : 110	-5	-10	1	1	12	-3	0.7	112
> Cc1cc(Br)ccc1S(=O)(=O)n1ccnc1C
 : 100	-28	-9	1	-13	-3	-12	1.4	96
> COc1ccc(NC(=S)NC(=O)Cc2ccccc2)c(OC)c1
 : 104	-3	-5	-10	-4	5	2	0.7	98
> COc1ccc(C2CC(c3ccc(OC)cc3O)=NN2C(=O)c2ccccc2)cc1 (centres undefined)
 : 99	21	-7	-28	17	-3	-8	0.9	92
> CCc1cc(=O)oc2cc(C)cc(OC(C)C(=O)NC3CCN(Cc4ccccc4)CC3)c12 (centres undefined)
 : 106	-28	-2	17	-9	21	26	-0.8	131
> COc1cc(NC(=S)N2CCN(CCO)CC2)c(OC)cc1Cl
 : 108	1	-2	0	-5	-8	6	-0.8	100
> C=C(C)C1(O)OC(=O)C=C1OC (centres undefined)
 : 108	11	-6	-4	3	3	10	0.6	100
> CCCCCn1c(Br)nc2c1c(=O)n(CC(N)=O)c(=O)n2C
 : 95	-2	-1	-5	2	0	28	-2.6	99
> COc1ccccc1NC(=O)CN1CCN(c2ccc(Cl)cc2)CC1
 : 104	0	-2	-16	0	2	-26	1.7	101
> CCOc1ccccc1NC(=O)NC(C)c1ccncc1 (centres undefined)
 : 100	-9	9	-2	2	1	7	-1.0	99
> COc1ccc(SCCc2nnc(-c3ccccc3)o2)cc1
 : 104	-3	10	-26	-3	7	-15	-2.8	105
> COc1cccc(CNS(=O)(=O)c2ccc3c(c2)CC(C)N3C(=O)C2CC2)c1 (centres undefined)
 : 101	0	-7	-40	10	3	·	-0.5	103
> OCCNc1nc(Nc2ccccc2C(F)(F)F)nc(N2CCCC2)n1
 : 109	·	-6	·	4	5	·	-0.2	109
> CC(C)c1ccccc1NC(=O)CNCCc1ccc(C(F)(F)F)cc1
 : 58	-65	-8	27	1	-5	17	1.7	75
> CC(C)(C)c1ccc2c(c1)OC(C(=O)N/N=C\c1ccccn1)CO2 (centres undefined)
 : 102	-20	-6	-10	-6	0	-27	-1.0	100
> Cc1ccccc1-n1ncc2c1CC(C)(C)CC2NC(=O)CCCN1CCCC1=O (centres undefined)
 : 102	8	-4	-35	21	6	14	2.1	104
> CCOCC(=O)Nc1c(C(=O)Nc2ccc3c(c2)OCO3)oc2ccccc12
 : 104	-11	-9	-44	-8	0	0	-0.1	102
> CC(C)N1CCN(Cc2ccsc2)CC1CCO (centres undefined)
 : 82	10	-6	1	-30	-5	8	-0.6	91
> CCCC(=NCC(=O)O)C1=C(O)C(C(=O)OC)C(C)(C)CC1=O (centres undefined)
 : 102	6	-1	1	61*	4	3	7.0	99
> O=C(CSc1nc(-c2ccc(F)cc2)cs1)N1CCN(C(=O)c2ccco2)CC1
 : 101	-2	0	-23	3	1	10	-0.5	103
> O=C(N/N=C/c1ccc(O)cc1)c1cc(C23CC4CC(CC(C4)C2)C3)[nH]n1
 : 100	0	-6	-24	-11	2	-8	2.1	102
> CCCOc1ccc(CNC(=O)Cc2cccs2)cc1
 : 105	-6	2	17	-3	4	-12	-0.8	106
> Cc1nn(-c2ccccc2)c2c1C(c1cccs1)C(C#N)=C(N)O2 (centres undefined)
 : 106	7	·	-3	9	12	12	-2.0	103

Assay outcomes deposited in PubChem BioAssay by several laboratories.

Some of the compounds tested; the hit share may differ from the screen's.
